High-throughput results as filed in PubChem BioAssay.
NR2F2 inh: NR2F2 (human) inhibition, primary screen. P24468. HEK293T NGFI-A luciferase reporter, luminescence. inhibition, % at 8.6 µM. actives 0.7% (n = 370,000). AID 686940;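 active = inhibition above a per-plate cutoff, mean inhibition of test wells between control levels plus 3 SD, cut at about 38% in these data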;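 also: cells cotransfected with COUP-TFII expression vector driving the NGFI-A reporter; 0% = median of COUP-TF2 test wells and 100% = reporter-only cells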
TROY NFkB inh: blocks TROY-dependent signaling in reporter cells. Q293 LMP1-TROYcd NF-kB luciferase reporter, 4 h. inhibition, % at 10 µM. actives 0.98% (n = 360,000). AID 1347056;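 active = compounds whose plate-normalised and pattern-corrected inhibition of the luciferase reporter signal at the single screening dose is 50% or more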
TRAIL sens C8: sensitizes caspase-8 expressing cells to TRAIL. NB7+C8 cells + TRAIL, ATPlite viability luminescence. inhibition (viability loss, TRAIL sensitization), % at 10 µM. actives 1% (n = 360,000). AID 624354;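 active = compounds causing at least 50% loss of cell viability in the single-dose screen, relative to plate controls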
SRC2 inh: human SRC2 (NCOA2) inhibition; Q15596; HEK293 GAL4-SRC2 luciferase reporter, luminescence; inhibition, % at 9 µM; actives 0.17% (n = 370,000);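 active = inhibition above the mean inhibition of all tested compounds plus 3 SD, set per campaign, cut at about 52% in these data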;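 also: 0% = DMSO treated cells and 100% = cells given Gossypol at 36 µM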
LRH-1 inv ag: inverse agonists of human LRH-1 (NR5A2). O00482. HEK293T StAR-luciferase reporter, LRH-1 transfected, 24 h. inhibition, % at 3.6 µM. actives 0.13% (n = 360,000). AID 602396;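 active = inhibition above the mean inhibition of all tested compounds plus 3 SD, cut at about 73% in these data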;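 also: 0% = DMSO wells and 100% = reporter-only cells lacking LRH-1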
Target sequence (O00482 whole entry, looked up): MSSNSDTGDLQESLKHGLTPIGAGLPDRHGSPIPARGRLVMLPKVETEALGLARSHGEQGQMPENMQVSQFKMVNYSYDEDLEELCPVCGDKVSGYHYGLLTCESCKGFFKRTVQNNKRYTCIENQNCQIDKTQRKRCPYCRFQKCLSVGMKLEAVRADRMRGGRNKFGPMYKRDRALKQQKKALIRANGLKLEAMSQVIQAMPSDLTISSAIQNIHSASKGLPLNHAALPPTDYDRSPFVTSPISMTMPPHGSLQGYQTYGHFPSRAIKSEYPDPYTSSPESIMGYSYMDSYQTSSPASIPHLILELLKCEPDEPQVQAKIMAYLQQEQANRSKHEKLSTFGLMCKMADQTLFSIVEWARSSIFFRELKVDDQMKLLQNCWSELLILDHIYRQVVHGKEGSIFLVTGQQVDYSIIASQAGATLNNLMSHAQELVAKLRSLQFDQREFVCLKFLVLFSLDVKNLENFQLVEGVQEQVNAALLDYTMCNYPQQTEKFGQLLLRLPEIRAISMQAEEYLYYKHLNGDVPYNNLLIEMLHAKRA
TLR9-MyD88 block: blocks human TLR9 binding to MyD88 | Q9NR96+Q99836 | CHO BLA complementation TLR9-MyD88, CCF4 FRET ratio | AID 504734 | actives 0.21% (n = 340,000) | inhibition, % at 4.98 µM;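 active = inhibition above the mean over all tested compounds plus 3 SD, cut at about 21% in these data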;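 also: 0% = DMSO only wells and 100% = clavulanate BLA inhibitor control wells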
SRC1 inh: human NCOA1 inhibition. HEK293 GAL4-SRC1 luciferase reporter, luminescence. AID 588354. actives 0.12% (n = 360,000). Q15788. inhibition, % at 3.6 µM;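 active = inhibition above the campaign mean plus 3 SD, with each screening campaign given its own cutoff, cut at about 60% in these data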;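 also: 0% = DMSO treated cells and 100% = gossypol at 36 µM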
NOD2-RIPK2 inh: inhibitors of human NOD2-RIPK2 interaction; CHO BLA complementation NOD2-RIPK2, CCF4 ratio; O43353; AID 624267; actives 0.38% (n = 360,000); inhibition, % at 4.98 µM; in the data active = inhibition above about 21%;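 also: 0% = vehicle only and 100% = reference blocker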
Target sequence (O43353 whole entry, looked up): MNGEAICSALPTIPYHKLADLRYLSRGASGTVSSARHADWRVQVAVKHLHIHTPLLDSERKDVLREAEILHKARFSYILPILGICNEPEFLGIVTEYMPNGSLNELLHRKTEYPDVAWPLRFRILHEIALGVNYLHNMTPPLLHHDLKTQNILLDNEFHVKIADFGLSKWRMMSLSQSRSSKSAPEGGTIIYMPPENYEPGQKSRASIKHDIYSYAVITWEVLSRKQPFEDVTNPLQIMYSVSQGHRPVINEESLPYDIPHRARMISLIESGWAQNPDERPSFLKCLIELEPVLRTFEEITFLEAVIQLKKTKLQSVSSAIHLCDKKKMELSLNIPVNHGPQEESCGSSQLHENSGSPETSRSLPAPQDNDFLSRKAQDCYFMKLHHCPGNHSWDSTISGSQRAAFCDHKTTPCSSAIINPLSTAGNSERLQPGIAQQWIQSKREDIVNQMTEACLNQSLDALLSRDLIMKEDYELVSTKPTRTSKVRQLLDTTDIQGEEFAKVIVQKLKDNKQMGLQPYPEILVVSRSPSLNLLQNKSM
Vif inh: inhibitors of HIV Vif | HEK293T cells, Vif self-association by quenched fluorescence, imaging, 24 h | inhibition, % at 7.49 µM | actives 0.35% (n = 340,000); in the data active = inhibition above about 50%, passing the limit was not always enough; inconclusive = no clear call, values can overlap the other calls; inactive = below about 31%; also: some results filed as inactive read as strong as hits
SRC3 inh: human NCOA3 inhibition | AID 588352 | HEK293 GAL4-SRC3 luciferase reporter, luminescence | actives 0.17% (n = 360,000) | inhibition, % at 3.6 µM | Q9Y6Q9;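 active = inhibition above a per-campaign cutoff, the mean of all compounds plus 3 SD, cut at about 60% in these data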;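 also: 0% = DMSO-treated cells and 100% = gossypol-treated cells at 36 µM; higher means less SRC3-driven luciferase light from the GAL4 reporter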
EBV LMP1 NFkB: Epstein-Barr LMP1 NF-kappaB reporter inhibition. LMP1-induced NF-kappaB luciferase reporter cells, luminescence. inhibition, % at 12.5 µM. actives 0.69% (n = 350,000). AID 504558; in the data active = inhibition above about 41%; inconclusive = no clear call, values can overlap the other calls;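 also: 0% = neutral control wells and 100% = reference inhibitor control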
* marks the source's active call; other numbers are inactive results; ? = inconclusive; / = no result given.

SMILES | NR2F2 inh | TROY NFkB inh | TRAIL sens C8 | SRC2 inh | LRH-1 inv ag | TLR9-MyD88 block | SRC1 inh | NOD2-RIPK2 inh | Vif inh | SRC3 inh | EBV LMP1 NFkB
Cc1cccc(OCC(O)CN2CCN(CCN3C(=O)c4cccc5cccc(c45)C3=O)CC2)c1C (stereo not drawn) | -3 | 14 | 7 | -13 | -1 | 1 | -19 | -2 | 4 | -14 | -16
COc1ccc(-c2ccc3c(c2)[C@@H]2C[C@H](N(C)S(=O)(=O)c4ccccc4)[C@H]([C@H](C)O)C(=O)N2CC3)cc1 | 3 | 6 | 2 | -5 | 18 | -12 | -3 | -15 | / | 0 | -12
COC(=O)c1ccc(N)c(N=CC2=C(O)CC(C)(C)CC2=O)c1 | -11 | 3 | -6 | -8 | -119 | 13 | -65 | 13 | -10 | -52 | 0
O=C(c1ccc(Cl)c(S(=O)(=O)N2CCCCCC2)c1)N1CCN(c2ccc(O)cc2)CC1 | 6 | 16 | 8 | 14 | -8 | 5 | -90 | -7 | -5 | -1 | 0
CCc1nnc(NC(=O)C2Cc3ccccc3C(=O)O2)s1 (stereo not drawn) | -5 | 16 | -22 | 6 | -3 | -10 | -25 | -13 | 1 | -6 | -4
CCC12CN3CC(CC)(CN(C1)C3c1c(O)ccc3ccccc13)C2=O (stereo not drawn) | -1 | 0 | 5 | 17 | -3 | -2 | -37 | -13 | 1 | 2 | -4
CC(=O)OCC(=O)Nc1ccc(Br)c(C)c1 | -17 | -9 | 26 | 3 | -12 | 8 | 4 | -10 | 4 | 4 | -6
CC1(Oc2ccccc2-c2ccno2)CCN(Cc2ccc(-c3ccccc3)o2)C1 (stereo not drawn) | 7 | 8 | 23 | 10 | 10 | / | -9 | -10 | 4 | -19 | /
CCc1ccc(NC(=S)N(CCCN2CCOCC2)Cc2ccccn2)cc1 | 10 | -66 | -1 | 2 | -16 | -9 | -2 | 3 | 3 | 8 | -16
CCn1c(CCC(=O)O)nc2cc(S(=O)(=O)N3CCOCC3)ccc21 | -8 | 4 | -2 | -24 | 27 | 1 | -12 | -7 | 3 | 5 | -4
Cc1ncc(CN2CCC(CO)(Cc3ccccc3)CC2)s1 | -9 | -2 | -16 | -5 | -5 | 3 | -7 | -6 | -1 | 24 | -4
O=C1SCC(c2ccccc2)=NN1Cc1ccccc1 | 7 | 3 | -6 | -2 | 7 | 3 | -9 | 15 | 1 | 14 | 1
O=C(NCCCN1CCOCC1)/C(=C/c1cccs1)NC(=O)c1ccccc1 | -11 | 0 | -10 | 1 | -8 | -4 | -15 | 8 | -4 | 0 | -2
COc1cccc(-c2cnc(C(O)c3ccc(SC)cc3)[nH]2)c1 (stereo not drawn) | 3 | -17 | 14 | 14 | 2 | / | -13 | -5 | / | -3 | /
O=C(Oc1ccc(-c2nnco2)cc1)N(c1ccccc1)c1ccccc1 | 19 | -19 | 5 | -3 | -33 | -2 | -32 | -1 | / | 17 | -5
Cc1cc(-c2ccccc2)nc(SCc2ccc(C(=O)O)cc2)n1 | 3 | 1 | 5 | -32 | -2 | 8 | -10 | -1 | -8 | -9 | -4
O=C(CSc1nc2ccc(Cl)cc2[nH]1)c1ccc2c(c1)OCO2 | -6 | -40 | 31 | -43 | 11 | -7 | 0 | -4 | -6 | 10 | -9
CCOC(=O)c1cnc(N2CCOCC2)[nH]c1=O | 6 | -7 | -10 | -14 | -13 | -7 | -49 | -3 | 6 | 6 | -5
Cc1cnc(C(=O)OCC(=O)Nc2c(Cl)cc(Cl)cc2Cl)cn1 | -2 | 6 | -5 | -14 | 5 | -5 | -6 | -6 | -6 | -5 | 0
CC(C)C(=O)NC(c1ccccc1)c1cc([N+](=O)[O-])c2cccnc2c1O (stereo not drawn) | -6 | -9 | 16 | 13 | -2 | 6 | 2 | -4 | -2 | 16 | 16
O=[N+]([O-])c1cc([N+](=O)[O-])c(Oc2c(F)ccc(F)c2F)cc1NN1CCCCC1 | 8 | -17 | -3 | -15 | -18 | 1 | -8 | -13 | 1 | 18 | -18
Cc1ccc(-n2c(SCC(=O)N/N=C/c3c(C)nn(-c4ccccc4)c3C)nc3ccccc3c2=O)cc1 | -6 | -12 | 14 | -20 | 8 | -5 | -3 | -1 | 0 | 4 | 6
c1ccc(CNC23CC4CC(CC(C4)C2)C3)nc1 | 1 | 13 | -8 | -13 | -20 | -3 | -9 | 8 | -4 | -2 | -2
Cc1nnc(SCC(=O)NCCN2C(=O)CSC2=O)n1-c1ccccc1 | 2 | -11 | -2 | 6 | 13 | 11 | 13 | -13 | -2 | 16 | 2
CN(C)CCC(C(=O)c1ccccc1)c1ccccn1 (stereo not drawn) | / | -7 | -6 | / | 7 | -7 | -9 | 0 | 23 | -3 | -1
CC(=O)Nc1cccc(C(=O)OCCCOc2ccc(F)cc2)c1 | 2 | -50 | -14 | -28 | 17 | 6 | -4 | -4 | 2 | -20 | -15
Oc1ccc(C=Nc2ccccc2-c2nc3ccccc3[nH]2)c(O)c1 | -52 | 6 | 6 | -28 | -72 | -3 | -41 | -5 | -8 | -18 | -70
COc1ccc(CNC(=O)CN2c3ccccc3S(=O)(=O)c3ccccc32)cc1 | -19 | -1 | -11 | -24 | -15 | -7 | 8 | 0 | 1 | 10 | -5
Cc1ccc(S(=O)(=O)N2CCOCC2)cc1C(=O)NCCCn1ccnc1 | -5 | 0 | -19 | 8 | -21 | 0 | -7 | -4 | 11 | 18 | -9
Cc1cc(C)c(S(=O)(=O)N2CCC(C(N)=O)CC2)cc1C | 0 | 4 | -1 | -5 | -14 | 1 | -82 | -9 | 7 | -1 | 0
COc1ccc(Nc2cc(Nc3cccc(OC)c3)ncn2)cc1 | -46 | -20 | 11 | -44 | -59 | -2 | -14 | 1 | -9 | -46 | -2
COc1cccc(-c2nnn(C/C(N)=N/O)n2)c1 | -21 | -30 | -4 | -17 | -17 | 2 | -24 | -4 | -6 | -12 | -12
CCOC(=O)N1CCC(N2CCN(S(=O)(=O)c3ccc([N+](=O)[O-])cc3)CC2)CC1 | 17 | 4 | -4 | 12 | 26 | 1 | 3 | -7 | -3 | 11 | 9
CCOc1ccccc1N1CCN(C(=O)CNC(=O)c2ccccc2F)CC1 | 13 | -25 | -1 | -12 | -9 | -3 | -4 | -6 | 3 | 8 | -3
CCOC(=O)c1c(N)n(CCOC(=O)c2cccs2)c2nc3ccccc3nc12 | 22 | 23 | -4 | 8 | 49 | 0 | 5 | -10 | -3 | 14 | 11
CCOc1ccc(CN(C)CC(O)COC(c2ccc(OC)cc2)c2ccc(OC)cc2)cc1 (stereo not drawn) | -13 | -37 | 25 | -7 | 22 | -4 | -10 | -14 | -8 | -11 | -7
COc1ccc(Nc2ccc3c(c2)=NC2(CCCCC2)[N+]=3[O-])cc1 | 8 | -33 | 37 | -1 | -20 | 2 | -24 | -3 | 10 | -1 | ?
CC(OC(=O)Cn1c(C(F)(F)F)nc2ccccc21)C(=O)N1CCCc2ccccc21 (stereo not drawn) | 8 | 17 | 10 | 13 | 2 | -3 | -8 | -4 | 3 | 11 | 7
Cc1cc(C)nc(SCc2nnc(SCC(=O)Nc3nccs3)n2Cc2ccco2)n1 | -9 | -6 | 2 | 1 | 1 | -19 | -18 | -7 | 5 | 5 | -5
CCOc1cc(C(=O)NC(=S)Nc2nc(C)cc(C)n2)cc(OCC)c1OCC | 8 | -23 | -9 | 5 | -9 | -6 | -2 | -27 | / | -6 | -6
CCOc1ccccc1NC(=O)/C(C#N)=C/c1cccnc1 | -11 | -9 | -15 | 9 | 11 | -1 | -43 | -8 | 8 | -43 | 4
CCN1CCN(C(=O)C2CC(=O)N(c3ccc(Cl)cc3)C2)CC1 (stereo not drawn) | -4 | -16 | 0 | 11 | 0 | 2 | -42 | 3 | 32 | 12 | -4
Cc1cccn2c(=O)c(/C=C(\C#N)C(=O)NCc3ccco3)c(N3CCCCC3)nc12 | 11 | 7 | -1 | 6 | 1 | -1 | 14 | 1 | -18 | 0 | -1
CCC1(CC)NC(=O)N(CC(=O)OCC(=O)NC(=O)c2ccc(Cl)cc2)C1=O | 17 | 5 | 0 | -8 | 3 | -13 | -9 | -4 | -1 | 0 | 1
Fc1ccc(-c2nnc(CSc3nnc(-c4cccs4)o3)o2)cc1 | -1 | -5 | 2 | 1 | -17 | -5 | -14 | -4 | -1 | 10 | -2
CC(C)c1ccc(/C=C/C(=O)NCCCN2CCOCC2)cc1 | -22 | -25 | -9 | 5 | 4 | -16 | -12 | 0 | 1 | -10 | -3
COc1ccc(NC2CC(=O)N(c3cccc([N+](=O)[O-])c3)C2=O)cc1 (stereo not drawn) | -12 | -11 | -7 | -5 | -2 | -3 | 0 | -2 | 17 | 11 | -2
O=C(c1ccccc1Cl)c1c(O)c2ccccc2oc1=O | 6 | -69 | -3 | -11 | -2 | 10 | -11 | 10 | 9 | 4 | 3
Cc1c(C(=O)O)sc2nc(SCC(=O)Nc3ccc(S(=O)(=O)NC(C)(C)C)cc3)[nH]c(=O)c12 | 13 | -11 | -1 | -9 | 18 | 3 | -8 | 8 | 1 | 6 | 4
CC1CN(Cc2ccccc2)C(=S)NC1=O (stereo not drawn) | 18 | -3 | -13 | -32 | 4 | -6 | 3 | -4 | 4 | -8 | 4
O=C(NCc1ccccc1Cl)c1ccc(Cn2cc(C(F)(F)F)ccc2=O)cc1 | 17 | 1 | 5 | -1 | 7 | 6 | 3 | 2 | -1 | -17 | 6
CCCC[C@@H]1CNC(=O)C(=O)N1CC1CCCCC1 | -3 | 12 | 0 | 5 | -20 | / | / | 2 | / | / | /
N#Cc1ccccc1NC(=O)c1ccccc1OCC(=O)NCc1ccco1 | / | -10 | 17 | / | -7 | 0 | 2 | -6 | 0 | -21 | -4
O=C(NC(=O)c1ccccc1Cl)Nc1ccc(-c2cnco2)cc1 | -2 | -41 | -8 | -35 | -23 | 4 | -54 | -27 | 10 | -21 | -5

Full records, looked up by structure. Values in the order: NR2F2 inh | TROY NFkB inh | TRAIL sens C8 | SRC2 inh | LRH-1 inv ag | TLR9-MyD88 block | SRC1 inh | NOD2-RIPK2 inh | Vif inh | SRC3 inh | EBV LMP1 NFkB
CCCC[C@@H]1CNC(=O)C(=O)N1CC1CCCCC1 across the screens: -3 | 12 | 0 | 5 | -20 | / | / | 2 | / | / | /
O=C(NCCCN1CCOCC1)/C(=C/c1cccs1)NC(=O)c1ccccc1 across the screens: -11 | 0 | -10 | 1 | -8 | -4 | -15 | 8 | -4 | 0 | -2
CCc1nnc(NC(=O)C2Cc3ccccc3C(=O)O2)s1 (stereo not drawn) across the screens: -5 | 16 | -22 | 6 | -3 | -10 | -25 | -13 | 1 | -6 | -4

Some of the compounds tested. The share of hits here may be higher or lower than overall.
